CAL PDZ FP-1 – inhibitors of human CAL PDZ peptide binding | purified CAL PDZ, TMR-peptide fluorescence polarization, 1 h | inhibition, % at 20 µM | 330,000 tested, 0.02% active | AID 504414;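 active means highest replicate inhibition of at least 40%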;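 further: plate controls were DMSO neutral control wells for no effect and unlabeled competitor peptide control wells for full effect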
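System: tagged CAL PDZ domain. Schedule: 1 h room-temperature incubation prior to read. Signal: fluorescence polarization (mP). Measure: percent inhibition from loss of millipolarization.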
RTF Ca sens inh – cardiac RTF calcium desensitization; P19429+P45379; inhibition, % at 7.15 µM; 340,000 tested, 0.12% active; IANBD-labeled cardiac RTF, Ca2+ fluorescence; AID 493244;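 active means inhibition above the mean inhibition of all tested compounds plus 3 SD, cut at about 17% in these data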;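 further: assay run at fixed EC70 calcium of 1.6 mM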
Keap1 Nrf2 FP – Keap1-Nrf2 (human) interaction inhibition. Q14145. Keap1 Kelch-Nrf2 peptide fluorescence polarization, 1536-well. 340,000 tested, 0.15% active. inhibition, % at 9.4 µM; in the data active means inhibition above about 12%;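 further: human Keap1 Kelch domain with fluorescein labeled Nrf2 9mer peptide probe; 0% = neutral control wells and 100% = peptide positive control; higher means more block of Keap1 binding to Nrf2 peptide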
SR-BI DiI-HDL act – enhances SR-BI lipid uptake from DiI-HDL; AID 504775; CHO ldlA[mSR-BI] cells, DiI-HDL uptake fluorescence, 3 h; 100 = double the neutral-control signal; 320,000 tested, 0.096% active; activation, % at 12.5 µM;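 active means mean replicate activation of at least 60% and every replicate at or above 60%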;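 further: 0% = median plate neutral-control signal and 100% = twice that signal; values of inactives mirror those of a sister screen read the other way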
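Material: SR-BI-overexpressing, LDLR-lacking CHO cells | Dosing: Single compound concentration, delivered by pin transfer | Probe or stimulus: Labelled HDL, 10 µg/mL | Signal: Bottom-read cell fluorescence after medium removal, ex 550/em 595 nm | Schedule: 3 h, 37 °C | Evaluation: HDL uptake via cellular fluorescence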
CAL PDZ FP-2 – inhibitors of human CAL PDZ peptide binding; Q9HD26; purified CAL PDZ, TMR-peptide fluorescence polarization, 1 h; inhibition, % at 24.9 µM; 300,000 tested, 0.92% active; AID 602252;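 active means mean inhibition of at least 30% with at least half of replicates also reaching 30%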;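 further: 0% = DMSO neutral control and 100% = excess unlabeled competitor peptide PRC23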
LANA DNA inh – inhibitors of KSHV LANA C-terminal domain DNA binding; MBP-C-LANA/FAM-LBS DNA binding, fluorescence polarization; inhibition, % at 9 µM; 340,000 tested, 0.078% active; AID 504423;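 active means highest replicate inhibition at or above 60% at 9 µM, even if other replicates fall short; inactive means all replicates below 60% inhibition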;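 further: 0% = neutral control wells and 100% = 4 µM acridine orange control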
DAGLB inh – diacylglycerol lipase beta (human) inhibition. HEK293T DAGLB membrane lysate, EnzChek fluorogenic substrate. inhibition, % at 5.17 µM. 340,000 tested, 0.059% active; in the data active means inhibition above about 34%;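 further: 0% = enzyme with vehicle and 100% = wells lacking enzyme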
RTF Ca sens act – cardiac RTF calcium sensitization; activation, % at 7.2 µM; P19429+P45379; IANBD-labeled TnC RTF fluorescence at EC20 calcium; 0% EC20 calcium, 100% full calcium; 340,000 tested, 0.24% active;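 active means activation above the mean over all tested compounds plus 3 SD, cut at about 30% in these data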;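 further: rise in fluorescence read as greater calcium sensitivity of cardiac thin filaments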
Rtt109 HAT inh – inhibitors of Candida albicans Rtt109/Vps75 histone acetyltransferase | Q5AAJ8 | purified Rtt109/Vps75, ThioGlo CoA-SH fluorescence, 4 h | inhibition, % at 34.9 µM | 330,000 tested, 0.16% active | AID 540336;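 active means inhibition of at least 50% in every replicate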
Target sequence (Q5AAJ8 whole entry, looked up): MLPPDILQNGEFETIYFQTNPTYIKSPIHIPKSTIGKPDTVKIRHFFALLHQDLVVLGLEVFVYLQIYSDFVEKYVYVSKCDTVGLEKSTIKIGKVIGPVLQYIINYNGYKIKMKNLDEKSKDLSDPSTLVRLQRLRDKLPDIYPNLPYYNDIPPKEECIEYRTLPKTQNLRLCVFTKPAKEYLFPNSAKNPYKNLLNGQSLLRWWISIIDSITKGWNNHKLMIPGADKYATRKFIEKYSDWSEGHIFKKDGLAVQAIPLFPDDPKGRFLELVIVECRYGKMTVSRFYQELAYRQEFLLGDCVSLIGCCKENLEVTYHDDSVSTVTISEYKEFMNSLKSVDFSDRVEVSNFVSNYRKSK
PKA-R2B activ – activators of human PKA-R2B complex; activation, % at 11.4 µM; PKA-R2B holoenzyme dissociation, Cy5-IP20 fluorescence polarization; R2B truncated from residue 108, S112A mutant; 0% DMSO only, 100% 113 µM cGMP; P22694+P31323; 340,000 tested, 0.079% active;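 active means activation above a cutoff set at the mean over all compounds plus 3 SD, cut at about 18% in these data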;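 further: higher means more holoenzyme dissociation and a rise in polarization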
Target sequence (P31323 whole entry, looked up, other chains not shown, the tested form may be a part): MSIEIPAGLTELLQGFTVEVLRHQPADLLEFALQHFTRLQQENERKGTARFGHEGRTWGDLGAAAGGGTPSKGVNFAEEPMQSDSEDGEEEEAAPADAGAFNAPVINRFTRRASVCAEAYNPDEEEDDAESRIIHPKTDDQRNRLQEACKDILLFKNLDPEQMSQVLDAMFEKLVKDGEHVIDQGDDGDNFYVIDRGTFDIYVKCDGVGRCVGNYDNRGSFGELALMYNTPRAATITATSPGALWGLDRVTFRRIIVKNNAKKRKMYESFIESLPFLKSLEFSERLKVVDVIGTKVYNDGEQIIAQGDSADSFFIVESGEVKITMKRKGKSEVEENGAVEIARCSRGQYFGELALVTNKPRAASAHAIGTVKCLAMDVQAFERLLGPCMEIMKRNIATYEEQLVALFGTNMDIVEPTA
* hit, by the source's call; nt = no result given.

Structure | DAGLB inh | LANA DNA inh | SR-BI DiI-HDL act | Rtt109 HAT inh | CAL PDZ FP-2 | RTF Ca sens act | RTF Ca sens inh | PKA-R2B activ | Keap1 Nrf2 FP | CAL PDZ FP-1
COc1ccc(NS(=O)(=O)c2cccc(C(=O)N3CCCC(C)C3)c2)cc1 (centres undefined) | 2 | 1.1 | 8 | 1 | -5 | 3 | -12 | -10 | 2 | -2.8
CCOc1ccc(NC(=O)CC(Cc2cc(C)cc(C)c2)C(=O)O)cc1 (centres undefined) | 2 | -1.5 | 5 | -1 | -5 | 6 | -8 | 0 | -3 | -0.4
CCOC(=O)C1CCN(C(=O)CN2C(=O)c3cccnc3Oc3ccc(C)cc32)CC1 | 1 | -0.1 | 6 | -7 | 1 | -2 | -8 | 7 | 1 | -0.2
CCc1nnc2c(NCCc3ccc(OC)c(OC)c3)nc3ccccc3n12 | -2 | -2.6 | -51 | -2 | -5 | 3 | 1 | 0 | -2 | -1.3
Cc1c(C(=O)OCC(=O)N2CCC(C)CC2)oc2ccccc12 | -2 | 2.2 | -26 | -10 | -4 | 15 | -9 | 8 | -6 | -2.1
NC(=O)c1nn(Cc2ccccc2)c(=O)c2ccccc12 | 0 | -1.5 | nt | 1 | -2 | -2 | -6 | 0 | 4 | -1.3
COc1ccc(-n2c(C)nnc2SCC(=O)Nc2ccccc2F)cc1 | 0 | -2.0 | -1 | 4 | 3 | -2 | 9 | 6 | -3 | -1.4
COc1ccc(Nc2nc3ccccc3nc2C)cc1 | 0 | -1.0 | -21 | nt | -1 | 8 | -5 | 5 | -1 | -0.4
Cc1cccc(N=c2oc3cc(O)ccc3cc2C(N)=O)c1 | 2 | -1.7 | nt | 9 | -1 | 2 | 1 | 3 | -9 | -0.7
O=C(N/N=C/c1ccc(Br)o1)c1cccnc1 | -1 | 1.5 | -13 | 4 | -1 | 3 | -10 | -10 | -3 | -0.4
COc1ccc(S(=O)(=O)NC2CCc3ccccc32)cc1OC (centres undefined) | 0 | 0.2 | 5 | -3 | -3 | 1 | -8 | 1 | -4 | -1.3
C=CCn1c(N)c(C(=O)Nc2ccccc2OC)sc1=S | -7 | -0.1 | -29 | 7 | nt | 1 | -5 | -10 | 4 | 0.3
O=C1CCc2cc(NS(=O)(=O)c3ccc(F)cc3)cc3c2N1CCC3 | 1 | 1.1 | -35 | 2 | -3 | 0 | 2 | 5 | 0 | -1.7
Nc1ccc(N2CCN(c3ccc(F)cc3)CC2)cc1 | 27 | -1.5 | -53 | 10 | 0 | -1 | 3 | -3 | -2 | -0.5
Cc1cc(C(=O)Cn2nc(C(=O)O)c3ccccc3c2=O)c(C)n1C1CC1 | -3 | 0.2 | -6 | 10 | 1 | 5 | -10 | 1 | 2 | 0.1
Cc1cccc2c1-c1sc(C(=O)Nc3cccc([N+](=O)[O-])c3C)cc1CO2 | -5 | 1.2 | -73 | 4 | -2 | 7 | 4 | 0 | 1 | 0.0
CCN(CC)S(=O)(=O)c1cc(C)c(C)cc1Br | -5 | -1.0 | 4 | 2 | -1 | -7 | 1 | -6 | 0 | -2.4
COc1ccccc1-c1nnc(NC(=O)c2ccc(S(=O)(=O)N3CCOCC3)cc2)o1 | 1 | -4.2 | 8 | 5 | 0 | 1 | -8 | 3 | -5 | -5.2
COCC(C)NC(=O)CSc1nc(-c2ccccc2)c(-c2ccccc2)o1 (centres undefined) | -2 | -1.6 | -47 | 14 | -7 | 1 | -14 | -3 | -1 | -0.6
C[n+]1c2n(c3ccccc31)N=C(c1cc(C(C)(C)C)c(O)c(C(C)(C)C)c1)CS2 | 3 | -3.0 | -16 | 25 | -5 | 2 | -3 | 5 | 3 | -13
CCCCCNC(=O)CC1Nc2c3ccccc3nc(=S)n2C1=O (centres undefined) | -2 | -2.1 | 19 | -10 | 1 | 1 | 2 | -4 | -7 | -0.8
CN(C)CCN(C(=O)C1=COCCO1)c1nc2ccc(Cl)cc2s1 | -1 | -0.2 | 0 | 10 | -4 | -1 | -1 | -9 | 0 | -2.6
O=C(NCC(c1ccco1)N1CCc2ccccc21)C(=O)Nc1ccc(F)cc1F (centres undefined) | 1 | -1.1 | 8 | 7 | 11 | -9 | -3 | -9 | -3 | 0.5
CN1CCN(c2cc(C(F)(F)F)nc(-c3ccccn3)n2)CC1 | 1 | 3.9 | 10 | 2 | 0 | 7 | -25 | -5 | -3 | 1.5
CCc1ccc(NC(=O)CCn2ccnc2C)cc1 | 2 | -3.0 | 5 | 3 | -2 | 10 | -10 | -1 | -3 | 0.4

Look-ups from the list:
Keap1 Nrf2 FP, C=CCn1c(N)c(C(=O)Nc2ccccc2OC)sc1=S : 4
SR-BI DiI-HDL act, CN(C)CCN(C(=O)C1=COCCO1)c1nc2ccc(Cl)cc2s1 : 0
Rtt109 HAT inh, CCOC(=O)C1CCN(C(=O)CN2C(=O)c3cccnc3Oc3ccc(C)cc32)CC1 : -7
PKA-R2B activ, NC(=O)c1nn(Cc2ccccc2)c(=O)c2ccccc12 : 0
RTF Ca sens act, CCc1nnc2c(NCCc3ccc(OC)c(OC)c3)nc3ccccc3n12 : 3

6 entries out of the list, ordered by number of heavy atoms, ascending:
Structure | DAGLB inh | LANA DNA inh | SR-BI DiI-HDL act | Rtt109 HAT inh | CAL PDZ FP-2 | RTF Ca sens act | RTF Ca sens inh | PKA-R2B activ | Keap1 Nrf2 FP | CAL PDZ FP-1
COc1ccc(Nc2nc3ccccc3nc2C)cc1 | 0 | -1.0 | -21 | nt | -1 | 8 | -5 | 5 | -1 | -0.4
O=C1CCc2cc(NS(=O)(=O)c3ccc(F)cc3)cc3c2N1CCC3 | 1 | 1.1 | -35 | 2 | -3 | 0 | 2 | 5 | 0 | -1.7
COc1ccc(-n2c(C)nnc2SCC(=O)Nc2ccccc2F)cc1 | 0 | -2.0 | -1 | 4 | 3 | -2 | 9 | 6 | -3 | -1.4
Cc1cc(C(=O)Cn2nc(C(=O)O)c3ccccc3c2=O)c(C)n1C1CC1 | -3 | 0.2 | -6 | 10 | 1 | 5 | -10 | 1 | 2 | 0.1
CCc1nnc2c(NCCc3ccc(OC)c(OC)c3)nc3ccccc3n12 | -2 | -2.6 | -51 | -2 | -5 | 3 | 1 | 0 | -2 | -1.3
CCOC(=O)C1CCN(C(=O)CN2C(=O)c3cccnc3Oc3ccc(C)cc32)CC1 | 1 | -0.1 | 6 | -7 | 1 | -2 | -8 | 7 | 1 | -0.2

(list continues)
Structure | DAGLB inh | LANA DNA inh | SR-BI DiI-HDL act | Rtt109 HAT inh | CAL PDZ FP-2 | RTF Ca sens act | RTF Ca sens inh | PKA-R2B activ | Keap1 Nrf2 FP | CAL PDZ FP-1
COc1cc(C(=O)NC2CC(C)(C)NC(C)(C)C2)cc(OC)c1OC | -2 | 1.8 | 16 | -9 | -1 | 1 | -3 | -13 | 6 | 0.2
CN(C)CC(CCCCC(CN(C)C)C(=O)c1ccccc1)C(=O)c1ccccc1 (centres undefined) | 2 | 2.2 | nt | -13 | 1 | -3 | -5 | -5 | -1 | -1.0
Cc1cc(/C=C2\SC(=O)NC2=O)c(C)n1-c1ccc(N2CCOCC2)cc1 | 2 | 2.1 | 0 | -11 | nt | 8 | 2 | 4 | 2 | -0.4
CCOc1ccccc1NC(=O)CSc1n[nH]c(=O)n1-c1ccccc1 | -2 | -5.8 | 0 | 1 | 4 | 13 | -1 | -5 | -2 | 1.5
CSc1ncccc1C(=O)NC1CCCc2c1cnn2-c1ccc(C)c(C)c1 (centres undefined) | -5 | -1.4 | -65 | 30 | 1 | -2 | 1 | -2 | -2 | -3.6
O=C(CCNC(=O)c1ccccc1Cl)Nc1cc(C(F)(F)F)ccc1N1CCCC1 | -2 | -0.2 | 9 | -3 | -1 | -3 | 0 | 2 | 1 | -2.0
Cc1cc(NCCCn2ccnc2)n2nc(C)c(-c3ccc(Cl)cc3)c2n1 | -1 | -0.4 | 0 | 3 | nt | -6 | 1 | -10 | 1 | 0.9
COc1ccc2c(C)c(C)c(=O)oc2c1OC | 2 | 0.2 | -19 | -2 | -2 | 0 | -9 | 12 | 5 | -3.6
COc1cc(C(=O)OCC(=O)Nc2ccccc2C(=O)NC2CC2)c([N+](=O)[O-])cc1OC | -1 | -1.8 | 7 | 1 | -2 | 2 | -6 | -2 | -2 | -1.6
O=[N+]([O-])c1ccc(/C=C/c2ccc3cccc(O)c3n2)cc1 | 2 | 9.0 | -10 | -1 | -5 | -7 | -3 | -3 | 3 | -1.0
CCCCCN(C(=O)CCC(=O)OCC(=O)N1CCCCC1CC)c1c(N)n(CCCC)c(=O)[nH]c1=O (centres undefined) | 2 | -1.1 | 18 | 9 | 1 | 4 | -7 | 11 | -4 | -0.2
CC1(C)N=C(c2cccc(F)c2)C(=O)N1 | -1 | -1.3 | 0 | -17 | -4 | 6 | -8 | -5 | 5 | -1.8
CCN1CCc2c(sc(NC(=O)c3ccc(C(=O)c4ccccc4)cc3)c2C(N)=O)C1 | 2 | 6.9 | -2 | -2 | -4 | 3 | 1 | 1 | 1 | -0.9
Clc1ccccc1N1CCN(Cc2c[nH]c3ccccc23)CC1 | -3 | -0.4 | 5 | -8 | nt | 2 | -3 | 9 | 4 | -1.6
COc1ccc(CCNC(=O)C(=O)NCC2CCCN2S(=O)(=O)c2cccs2)cc1OC (centres undefined) | 0 | 0.9 | -6 | -3 | 5 | -9 | -6 | 8 | -4 | 0.0
Cc1noc(/C=C/c2ccco2)c1S(=O)(=O)N1CCC(C(=O)N(C)Cc2ccccc2)CC1 | -3 | 0.6 | -6 | -2 | 0 | 4 | -4 | 5 | -4 | -1.5
Cc1ccc(NC(=O)COC(=O)c2c(-c3ccccc3)noc2C)cc1 | -7 | -0.3 | -9 | -3 | -2 | 2 | -11 | 1 | 2 | -0.4
Cc1cc(CNC(=O)CC2C(=O)NCCN2CC(C)(C)C)nn1C (centres undefined) | -2 | 2.0 | 8 | nt | -3 | 1 | -6 | -10 | -2 | -1.7

Source: PubChem (several laboratories)
